TRAIL sens C8 = caspase-8 TRAIL sensitization; NB7+C8 cells + TRAIL, ATPlite viability luminescence; inhibition (viability loss, TRAIL sensitization), % at 10 µM; actives 1% (n = 360,000);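 active = compounds causing at least 50% loss of cell viability in the single-dose screen, relative to plate controls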
KKLEB cytotox = CF airway cell cytotoxicity counter-screen; KKLEB CF airway cells viability, ATPlite luminescence, overnight; active compounds read low; cells stimulated with P. aeruginosa culture filtrate; activity change (cytotoxicity), % at 5 µM; actives 0.36% (n = 360,000); AID 602141;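 active = corrected activity change at or below -50% at 5 µM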
SRC1 inh = inhibitors of human steroid receptor coactivator 1 (SRC1); HEK293 GAL4-SRC1 luciferase reporter, luminescence; Q15788; inhibition, % at 3.6 µM; AID 588354; actives 0.12% (n = 360,000);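 active = inhibition above the campaign mean plus 3 SD, with each screening campaign given its own cutoff, cut at about 60% in these data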;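 note: 0% = DMSO treated cells and 100% = gossypol at 36 µM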
LMP1 NFkB inh = inhibitors of Epstein-Barr LMP1-induced NF-kappaB reporter. LMP1-induced NF-kappaB luciferase reporter cells, luminescence. inhibition, % at 12.5 µM. actives 0.69% (n = 350,000). AID 504558; in the data active = inhibition above about 41%;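 note: 0% = neutral control wells and 100% = reference inhibitor control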
COUP-TFII inh = inhibitors of human COUP-TFII (NR2F2). P24468. HEK293T NGFI-A luciferase reporter, luminescence. inhibition, % at 8.6 µM. actives 0.7% (n = 370,000). AID 686940;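 active = inhibition above a per-plate cutoff, mean inhibition of test wells between control levels plus 3 SD, cut at about 38% in these data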;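 note: cells cotransfected with COUP-TFII expression vector driving the NGFI-A reporter; 0% = median of COUP-TF2 test wells and 100% = reporter-only cells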
Target sequence (P24468 whole entry, looked up): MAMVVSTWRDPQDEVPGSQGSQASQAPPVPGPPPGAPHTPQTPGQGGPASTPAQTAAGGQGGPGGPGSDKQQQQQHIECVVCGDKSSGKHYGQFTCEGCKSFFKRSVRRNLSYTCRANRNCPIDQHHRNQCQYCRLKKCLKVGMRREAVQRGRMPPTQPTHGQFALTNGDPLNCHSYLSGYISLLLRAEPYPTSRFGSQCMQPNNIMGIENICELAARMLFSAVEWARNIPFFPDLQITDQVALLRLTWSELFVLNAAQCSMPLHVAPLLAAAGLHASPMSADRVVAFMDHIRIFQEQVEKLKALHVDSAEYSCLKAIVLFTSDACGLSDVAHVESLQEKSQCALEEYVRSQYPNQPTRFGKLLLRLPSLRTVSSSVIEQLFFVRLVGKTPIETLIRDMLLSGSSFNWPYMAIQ
TWEAK-Fn14 inh = blocks TWEAK-Fn14 interaction in a reporter cell assay; TWEAK-stimulated Fn14 reporter cells, luciferase luminescence, 8 h; inhibition, % at 10 µM; actives 2% (n = 360,000); AID 1159606; in the data active = inhibition above about 50%
TROY NFkB inh = blocks TROY-dependent signaling in reporter cells; Q293 LMP1-TROYcd NF-kB luciferase reporter, 4 h; inhibition, % at 10 µM; actives 0.98% (n = 360,000);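 active = compounds whose plate-normalised and pattern-corrected inhibition of the luciferase reporter signal at the single screening dose is 50% or more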
NR5A2 inv ag = inverse agonists of human LRH-1 (NR5A2) | O00482 | HEK293T StAR-luciferase reporter, LRH-1 transfected, 24 h | inhibition, % at 3.6 µM | actives 0.13% (n = 360,000);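 active = inhibition above the mean inhibition of all tested compounds plus 3 SD, cut at about 73% in these data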;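 note: 0% = DMSO wells and 100% = reporter-only cells lacking LRH-1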
Target sequence (O00482 whole entry, looked up): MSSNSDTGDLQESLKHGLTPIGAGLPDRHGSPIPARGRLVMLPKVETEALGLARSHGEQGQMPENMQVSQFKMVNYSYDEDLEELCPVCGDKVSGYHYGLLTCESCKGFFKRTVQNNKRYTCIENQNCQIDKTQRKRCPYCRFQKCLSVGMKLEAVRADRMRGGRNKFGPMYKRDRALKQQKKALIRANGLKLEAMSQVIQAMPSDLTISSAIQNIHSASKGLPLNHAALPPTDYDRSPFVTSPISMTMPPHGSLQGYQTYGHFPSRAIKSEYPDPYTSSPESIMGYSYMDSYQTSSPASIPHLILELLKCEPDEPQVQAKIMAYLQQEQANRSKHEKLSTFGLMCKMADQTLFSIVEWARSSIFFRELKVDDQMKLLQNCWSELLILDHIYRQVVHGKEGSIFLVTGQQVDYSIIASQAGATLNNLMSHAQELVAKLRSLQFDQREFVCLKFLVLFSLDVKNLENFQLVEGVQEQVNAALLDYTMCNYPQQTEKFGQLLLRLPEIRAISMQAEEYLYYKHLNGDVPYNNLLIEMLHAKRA
CF NFkB block = inhibitors of cystic fibrosis induced NF-kB. inhibition, % at 5 µM. KKLEB NF-kB-GFP reporter, PAF-induced, GFP fluorescence overnight. actives 0.86% (n = 360,000);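 active = at least 50% inhibition at 5 µM, scaled per plate between neutral and stimulator controls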;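 note: PAF is a Pseudomonas aeruginosa culture filtrate used as stimulus; plate controls were PAF-stimulated DMSO wells for no effect and unstimulated DMSO wells for full effect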
Shn3 inh set2 = inhibitors of Schnurri-3 3'UTR reporter in osteoblasts | Clone20 osteoblast Shn3 3'UTR firefly luciferase, 24 h | inhibition, % at 12.5 µM | actives 0.52% (n = 360,000);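 active = mean inhibition of at least 75% with every replicate also reaching 75%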;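 note: 0% = median of neutral control wells and 100% = pilot-screen positive control compound; some compounds past the cut are filed as inactive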
NCOA3 inh = inhibits human SRC3 coactivator | HEK293 GAL4-SRC3 luciferase reporter, luminescence | actives 0.17% (n = 360,000) | inhibition, % at 3.6 µM | AID 588352 | Q9Y6Q9;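 active = inhibition above a per-campaign cutoff, the mean of all compounds plus 3 SD, cut at about 60% in these data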;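 note: 0% = DMSO-treated cells and 100% = gossypol-treated cells at 36 µM; higher means less SRC3-driven luciferase light from the GAL4 reporter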
* marks the source's active call; other numbers are inactive results; · = not tested or not shown.

SMILES	TRAIL sens C8	KKLEB cytotox	SRC1 inh	LMP1 NFkB inh	COUP-TFII inh	TWEAK-Fn14 inh	TROY NFkB inh	NR5A2 inv ag	CF NFkB block	Shn3 inh set2	NCOA3 inh
Cc1noc(C)c1S(=O)(=O)NC(=O)C1(C)CCN1C(=O)c1ccc(C2CCCCC2)cc1 (stereo not drawn)	-12	5	-9	·	-9	2	-10	-22	2	-18	-3
Cc1ccc(-n2nc3c(c2NC(=O)c2ccc4c(c2)OCO4)CS(=O)(=O)C3)c(C)c1	-6	5	-18	12	-12	-6	-21	4	2	-26	-3
CCCCc1cc(=O)oc2cc(C)c(CN3CCCC3)c(O)c12	-4	4	-16	2	5	12	0	5	13	-7	7
Cc1ccc2c(c1C)NC(=O)CC(c1ccccc1O)=N2	14	17	-10	-10	-11	-12	-16	-18	-10	-17	-33
Cc1ccc(OCC(=O)Nc2ccc(N3CCN(S(C)(=O)=O)CC3)cc2)cc1C	0	1	5	-6	-18	-4	0	-11	-13	1	7
CCC(C)[C@H](NC(=O)Nc1ccc2c(c1)OCCO2)C(=O)O (stereo partly drawn)	-4	-3	-4	6	8	30	15	-2	8	-8	-8
COc1cccc(-n2nnc3c(=O)n(CC(=O)N4CCC(C)CC4)cnc32)c1	-7	-4	5	-10	15	9	18	8	-10	-16	-11
CC(=O)c1cc(F)c(N2CCN(C(=O)COc3ccccc3F)CC2)cc1C	-5	10	4	-10	19	4	-1	-20	-13	13	9
CCN(CC)C(=O)CSc1nc(C)cc(-c2cccs2)c1C#N	1	-8	-8	-2	2	-36	-22	8	2	19	-19
CCCCSc1cnn(-c2ccccc2)c(=O)c1SCCCC	12	-3	8	-3	19	22	30	9	10	61	3
CC(=O)c1ccc(Cl)c(Cl)c1Cl	-13	-25	-3	-5	-5	-3	4	8	7	2	2
O=C(COc1ccccc1[N+](=O)[O-])Nc1ccc2oc(=O)ccc2c1	-14	-3	-106	5	20	-19	-3	13	-23	-9	7
COC(=O)/C=C1\C(=O)N(c2nc3ccccc3s2)C(=S)N1c1ccc(F)cc1	11	-10	0	-7	-23	-20	-5	-4	-1	16	0
CC(C)CC1C(=O)N(Cc2cn(CCC3OCCO3)nn2)CCS(=O)(=O)N1Cc1ccc(-c2ccc(F)nc2)cc1 (stereo not drawn)	9	0	3	8	-3	1	-3	-3	13	6	17
CSc1nnc(C)c(=O)n1COC(=O)c1cc(Cl)ccc1[N+](=O)[O-]	-13	12	3	-1	-16	0	18	5	-3	·	10
Cn1nnc(NCc2cc(Br)ccc2OCc2cccs2)n1	-1	2	-5	-4	9	-9	1	7	-5	-1	8
COc1ccc(OC)c(C2SCCN2S(=O)(=O)c2cccc(C(F)(F)F)c2)c1 (stereo not drawn)	-1	-4	18	3	17	12	7	7	2	29	7
Cc1nnc(NC(=O)CSc2nnc(CC(=O)Nc3ccccc3F)n2C)s1	0	-3	-62	-6	-1	-10	-17	4	-16	11	-18
CCC(=O)NC(=S)Nc1ccc(NC(=O)c2ccc([N+](=O)[O-])cc2)cc1	7	6	-3	-2	-12	-39	-14	3	-17	-14	4
O=C(Nc1cccnc1Cl)c1cc2c(s1)-c1ccccc1OC2	12	11	-22	3	-17	-18	-42	-91	-15	-83	-56
COC(=O)c1cn(NC(=O)c2ccncc2)c(=O)c2ccccc12	-2	10	11	-6	-11	12	1	7	5	1	-11
Clc1cccc(Cl)c1CSc1nnc2ccccn12	-9	1	-9	-1	-5	-4	-22	-54	7	-69	-21
Cc1ccc(NC(=O)CSc2nnc(-c3ccoc3C)n2CCCN(C)C)cc1Cl	-7	-2	-27	-5	-3	5	-5	3	-6	4	-1
Clc1cc2nc(-c3cccnc3Cl)[nH]c2cc1Cl	-11	9	-107	-50	-31	8	-41	-182	-14	-63	-100
CC1(C)O[C@@H]2C[C@H]3[C@@H]4CCC5=CC(=O)C=C[C@]5(C)[C@@]4(F)[C@@H](O)C[C@]3(C)[C@]2(C(=O)CO)O1	3	37	-23	9	-23	2	20	20	67*	16	-25
CCOC(=O)C(O)(CC(=O)c1ccc(OC)cc1)C(F)(F)F (stereo not drawn)	-6	-10	-36	17	6	-14	-4	-9	7	4	-4
CCNc1nc(-c2cc3ccccc3o2)cs1	-6	7	-205	-53	-52	-7	-30	-166	-12	-10	-90
Cc1ccc(C)c(NC(=O)CCN2CCCCC2)c1	21	3	-36	0	9	-1	-1	3	3	8	13
CCOC(=O)c1cnn(-c2ccccc2)c1NC(=O)CN1CCOCC1	-2	-2	13	63*	-5	-9	-7	-4	8	-1	16
O=C(CSc1ncn[nH]1)Nc1ccccc1Sc1ccccc1	-6	2	11	3	16	11	0	32	24	9	22
CCCCNC(=O)CN1C(=O)c2cccc(N)c2C1=O	-7	15	0	3	19	-6	-8	-5	-11	-5	-10
CC12CC(NC(=O)N1c1cccc(C(=O)NCc3ccc4c(c3)OCO4)c1)c1cc(Cl)ccc1O2 (stereo not drawn)	26	-4	-7	9	1	49	-4	6	3	·	-3
Cc1onc(-c2ccccc2Cl)c1C(=O)Nc1nc2ccc(S(C)(=O)=O)cc2s1	19	-17	24	1	-1	0	-8	-2	30	6	17
CCOC(=O)c1c(C)c(C(=O)Nc2ccc3c(c2)OCCO3)c(C)n1C	16	-7	-29	5	-45	1	-7	-24	3	13	9
CN(CC(=O)Nc1ccncc1)S(=O)(=O)c1ccccc1	-7	8	-1	-2	-10	-4	7	-4	-13	8	11
Cc1nc(S(=O)(=O)c2ccc(Br)cc2)nc2c1CCC2	-2	0	21	8	-3	3	-1	7	-9	-5	14

Entries of single compounds, looked up by structure. Screens in order: TRAIL sens C8, KKLEB cytotox, SRC1 inh, LMP1 NFkB inh, COUP-TFII inh, TWEAK-Fn14 inh, TROY NFkB inh, NR5A2 inv ag, CF NFkB block, Shn3 inh set2, NCOA3 inh
CC1(C)O[C@@H]2C[C@H]3[C@@H]4CCC5=CC(=O)C=C[C@]5(C)[C@@]4(F)[C@@H](O)C[C@]3(C)[C@]2(C(=O)CO)O1 as listed: 3, 37, -23, 9, -23, 2, 20, 20, 67*, 16, -25
CCNc1nc(-c2cc3ccccc3o2)cs1 as listed: -6, 7, -205, -53, -52, -7, -30, -166, -12, -10, -90
CCOC(=O)c1cnn(-c2ccccc2)c1NC(=O)CN1CCOCC1 as listed: -2, -2, 13, 63*, -5, -9, -7, -4, 8, -1, 16

(next part)
SMILES	TRAIL sens C8	KKLEB cytotox	SRC1 inh	LMP1 NFkB inh	COUP-TFII inh	TWEAK-Fn14 inh	TROY NFkB inh	NR5A2 inv ag	CF NFkB block	Shn3 inh set2	NCOA3 inh
COc1ccc(C(=S)N2CCCCCC2)cc1	-6	-2	-10	33	-14	7	-3	4	-12	23	-12
CCOc1ccc(N(C)S(=O)(=O)c2ccc(C)c(C(=O)NCCc3ccc(OC)cc3)c2)cc1	19	-4	-4	13	31	0	14	16	7	22	2
COc1cccc(N2CCN(C(=O)c3ccc(-c4ccccc4)cc3)CC2)c1	-9	-2	-6	-1	7	-9	32	3	-4	20	-15
CN1CCN(CC(=O)N2c3ccccc3C(C)(c3ccc(Cl)cc3)CC2(C)C)CC1 (stereo not drawn)	-7	-11	1	9	4	-16	10	5	0	-8	-6
O=S(=O)(NCc1ccc(Cl)cc1)c1cccc2cccnc12	-7	5	2	-4	12	-17	10	2	-13	-21	15
CC(=O)c1cc2c(cc1NC(=O)CCNC(=O)c1ccccc1Cl)OCO2	7	-12	10	-5	7	9	-17	8	-1	-6	-3
CCCCNC(=O)N1CCc2ccccc2C1	4	6	-3	-10	2	9	-18	3	-10	-17	12
Cc1ccc(NC(=O)CN2C(=O)NC3(CCCCC3)C2=O)cc1S(=O)(=O)N1CCOCC1	8	-22	10	-3	-7	5	5	-2	-9	2	5
CCCN(CCC)Cc1cc(=O)oc2cc(C)c(C)cc12	-3	-1	5	·	1	-5	-7	0	5	-11	3
NS(=O)(=O)c1cnccc1Nc1cccc(Br)c1	-4	7	11	-2	-10	4	12	11	8	11	13
Cc1cccc(COC[C@H](Cc2ccccc2)N2CCN(C(=O)c3cccc(Cl)c3)CCC2=O)c1	-12	·	·	·	5	-10	5	5	·	·	·
O=C(O)c1ccc(Cl)c(NC(=S)NC(=O)c2cccc(COc3ccccc3)c2)c1	-19	19	7	1	1	-13	28	-22	4	2	-14
COc1cc(OC)c(-c2nnc(-c3ccc(OC)c(OC)c3OC)o2)cc1OC	13	12	-1	12	-15	19	-2	4	-12	6	18
Cc1cc(C)cc(N(C(=O)CCC(=O)Nc2cc(C)on2)C(C(=O)NC2CCCC2)c2ccco2)c1 (stereo not drawn)	5	4	12	-1	11	-3	10	1	-12	19	9
Cc1cccc(CN2CCc3c([nH]c4ccccc34)C2)c1	-1	5	8	13	19	6	21	32	-5	-2	10
Cc1ccc(NC(=O)CCC(=O)N/N=C/c2ccc([N+](=O)[O-])o2)cc1C	17	15	3	-4	-4	-12	5	0	-10	·	-2
Cc1ccc(S(=O)(=O)N(C)C)cc1NC(=O)COC(=O)/C=C/c1ccc2c(c1)OCO2	-3	3	-19	2	-1	10	-11	-4	-19	4	3
CN(Cc1ccccc1)C(=S)NC(=O)c1ccccc1	1	10	-3	4	8	10	5	5	2	5	6
O=C(NCc1csc(-c2ccccc2)n1)c1ccco1	-12	4	-41	-10	-24	-10	-40	-17	-4	-59	-37
C[C@@H]1CN([C@@H](C)CO)C(=O)CCCn2nncc2CO[C@H]1CN(C)S(=O)(=O)c1ccccc1F	-5	-4	11	-1	8	-2	-6	7	4	9	8
COC(=O)c1ccc(NC(=O)c2ccccc2N(C)S(C)(=O)=O)cc1	3	4	-4	0	-1	6	1	-3	-2	·	5
CCCNC(=O)CSCc1nc(-c2ccc(SC)cc2)oc1C	10	6	-26	3	-5	-4	-19	-38	-21	-28	9
CCCCCSc1nc(O)cc(=O)[nH]1	-5	-2	4	-1	11	-2	5	-7	15	-7	-6
O=C1CSC(c2cccs2)N1c1ccccc1 (stereo not drawn)	4	-27	-34	1	9	4	5	15	-6	8	3
CC(C)C[C@H](NC(=O)OC(C)(C)C)C(=O)N1CCC(C(=O)N[C@@H](Cc2ccccc2)C(=O)O)CC1	3	15	8	6	-10	11	-11	12	1	6	20
Cc1c(C)n(CCC#N)c2ccccc12	-8	-5	6	1	-17	2	-9	14	-10	10	27
CC(=O)OCC(=O)C1(O)CCC2C3CCC4=CC(=O)C=CC4(C)C3C(=O)CC21C (stereo not drawn)	-8	4	-15	-1	-8	-16	-10	-4	14	-3	-9
CC1CCCN(C2=C(NS(=O)(=O)c3ccc(Cl)cc3)C(=O)c3ccccc3C2=O)C1 (stereo not drawn)	-1	2	-29	-16	6	-8	-41	-12	4	4	-24
Cc1ccc(-c2nc3ccc(Br)cn3c2Cc2ccccc2C(F)(F)F)cc1	13	11	-112	·	-28	6	-33	-87	36	-6	-126
COc1ccc(C(=O)NCC2CCCN2S(=O)(=O)c2cccs2)cc1OC (stereo not drawn)	7	19	2	8	7	10	-7	1	-19	-21	-8
COCC(=O)N1CCC(Oc2ccc(C(=O)NCCCn3cccn3)cc2)CC1	5	4	17	13	-5	-1	5	-5	4	3	-15

Bioassay records as filed in PubChem.

Some of the compounds tested (hit frequency here may not be typical).
